High-throughput results: PubChem, National Center for Advancing Translational Sciences (NCATS)
PNC assembly inh: inhibitors of perinucleolar compartment assembly; PC3M PTB-GFP, PNC prevalence imaging, 16 h; active compounds read low; activity change (PNC), negative = inhibition, % at 10 µM; 140,000 tested, 3.1% active;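 active = readout at or below -70, meaning at least 70% loss of cells showing the perinucleolar compartment, a nuclear body marking cancer cells; inconclusive = readout between -30 and a set limit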;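 also: plate controls were DMSO wells for no effect and camptothecin positive control wells for full effect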
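PC3M cells stably expressing PTB-GFP, 750–1000 cells/well, treated 16 h at 37 °C with compound (23 nl of library stock), in duplicate. After paraformaldehyde fixation and Hoechst stain, imaged at 20x; PNC prevalence scored by image analysis.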
ALOX15B inhib: blocks human 15-lipoxygenase 2 activity; purified 15hLO-2, xylenol orange hydroperoxide absorbance; Potency, µM (highest dose often 57.1 µM), without a hit: at the highest dose activity change, negative = inhibition, hits mostly inhibitors; 110,000 tested, 0.56% active; also: potency is read from the fitted curve at half-maximal effect; nearly all actives have a fitted effect of over 60% in size; many of its hits are not listed in these tables
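Enzyme 50 nM, AA 45 uM, 25 mM Hepes pH 7.5 + 0.01% Triton X-100; cpd preinc 15 min RT, rxn 90 min RT; stop/detect with 200 uM XO + 300 uM Fe(II) in 50 mM H2SO4, 30 min; A573/A405.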
IMPase cell inh: IMPase inhibition in cells. P97697. CHO-M1 cells, IP1 accumulation, HTRF TR-FRET ratio. inhibition (IP1 accumulation), % at 46.1 µM. 120,000 tested, under 10 active. AID 901; active = well fitted curve in the direction sought with a large enough effect in the signal ratio, not every such curve was filed as active; inconclusive = small, poorly fitted or top-dose-only effect, or a change in a side signal; inactive = no such curve, though single readings can be large or run the other way; the % refers to the signal ratio;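 also: cells stimulated with carbachol in lithium chloride buffer; plate controls were DMSO basal wells for no effect and reference inhibitor wells for full effect; higher means more IMPase inhibition seen as more IP1 and lower FRET ratio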
Target sequence (P97697 whole entry, looked up): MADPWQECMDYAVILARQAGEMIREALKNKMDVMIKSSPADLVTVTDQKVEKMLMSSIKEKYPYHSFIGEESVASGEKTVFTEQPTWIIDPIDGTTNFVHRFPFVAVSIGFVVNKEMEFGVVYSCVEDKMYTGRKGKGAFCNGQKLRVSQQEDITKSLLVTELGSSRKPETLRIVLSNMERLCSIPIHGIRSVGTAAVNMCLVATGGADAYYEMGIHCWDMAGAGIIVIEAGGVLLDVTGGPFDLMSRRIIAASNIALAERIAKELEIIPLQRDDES
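Cellular IMPase inhibition is scored as a rise in cytosolic IP1, detected by competitive TR-FRET between d2-labelled IP1 and a europium anti-IP1 antibody. M1-expressing CHO cells were stimulated with carbachol for 30 min at 37C, with lithium (50 mM LiCl) present in the buffer.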
12-hLO inh: 12-hLO (ALOX12) enzyme inhibition; P18054; purified 12-hLO, xylenol orange hydroperoxide absorbance; Potency, µM (highest dose often 57.1 µM), for the others: top-dose activity change, negative = inhibition, usual class: inhibitors; 150,000 tested, 0.12% active; also: potency is read from the fitted curve at half-maximal effect; nearly all actives have a fitted effect of over 55% in size; many of its hits are not listed in these tables
Target sequence (P18054 whole entry, looked up): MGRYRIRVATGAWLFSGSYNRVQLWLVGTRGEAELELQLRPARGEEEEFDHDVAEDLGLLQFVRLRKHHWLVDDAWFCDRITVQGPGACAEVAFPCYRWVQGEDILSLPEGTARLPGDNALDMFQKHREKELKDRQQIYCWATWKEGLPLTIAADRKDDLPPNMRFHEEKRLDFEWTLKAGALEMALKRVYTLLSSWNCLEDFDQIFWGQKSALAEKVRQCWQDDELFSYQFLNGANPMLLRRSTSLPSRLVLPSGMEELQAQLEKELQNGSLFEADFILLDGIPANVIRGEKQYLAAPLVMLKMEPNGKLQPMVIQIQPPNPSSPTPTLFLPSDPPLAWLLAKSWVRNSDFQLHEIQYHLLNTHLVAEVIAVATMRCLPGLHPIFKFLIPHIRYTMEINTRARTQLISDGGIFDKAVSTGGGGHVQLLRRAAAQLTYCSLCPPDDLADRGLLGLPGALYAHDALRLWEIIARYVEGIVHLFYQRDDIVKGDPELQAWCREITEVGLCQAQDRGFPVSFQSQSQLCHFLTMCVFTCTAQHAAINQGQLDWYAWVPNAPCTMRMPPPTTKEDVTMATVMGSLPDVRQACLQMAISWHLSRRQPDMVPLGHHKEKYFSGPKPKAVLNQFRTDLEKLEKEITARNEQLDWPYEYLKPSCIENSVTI
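Purified human 12hLO (150 nM), preincubated 15 min with compound, then 40 uM arachidonic acid for 30 min, room temperature, Hepes pH 7.0 with 0.01% Triton X-100. Hydroperoxide detected by ferrous iron/xylenol orange; 573/405 nm absorbance ratio gives reaction progress.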
An asterisk follows results filed as active; ? = inconclusive; . = no result given; & = joins results of further samples; [ ] = another dose, or the depositor's remark. Unless noted, calls follow the shape of the dose curve; as a rule, active = well fitted curve in the direction sought with a large enough effect; inconclusive = small, poorly fitted or top-dose-only effect, or another doubt; inactive = no such curve, though single readings can be large; an effect the other way counts as inactive or inconclusive. Unless noted, % is scaled to controls: 0 for no effect and ±100 for the full control effect. This is a subset, so the mix of outcomes need not match the whole.

A first look:
no.	12-hLO inh	PNC assembly inh	IMPase cell inh	ALOX15B inhib	Structure
1	-1%	3	4	-3%	COc1cc(C2NC(=O)NC(O)(C(F)(F)F)C2C(=O)c2cccs2)ccc1O (stereo not given)
2	-7%	72	.	.	COc1ccc(Nc2oc(COc3ccccc3OC)nc2C#N)cc1

Results, from the start:
no.	12-hLO inh	PNC assembly inh	IMPase cell inh	ALOX15B inhib	Structure
1	-1%	3	4	-3%	COc1cc(C2NC(=O)NC(O)(C(F)(F)F)C2C(=O)c2cccs2)ccc1O (stereo not given)
2	-7%	72	.	.	COc1ccc(Nc2oc(COc3ccccc3OC)nc2C#N)cc1
3	-2%	-12	0	1%	CCCNC(=O)N[C@@H](Cc1ccccc1)C(=O)OC
4	-2%	-21	-2	-10%	Cc1ccc(C(=O)NCCNS(=O)(=O)c2ccccc2)cc1
5	-2%	-18	5	-16%	O=C(c1ccco1)N1CCN(c2ncnc3scc(-c4cccs4)c23)CC1
6	-3%	64	6	-4%	O=C(NCc1ccc2c(c1)OCO2)C1CC(=O)N(C2CCCC2)C1 (stereo not given)
7	-3%	13	9	.	O=C1c2ccccc2C(Nc2cccnc2)N1Cc1ccc2c(c1)OCO2 (stereo not given)
8	-5%	-7	7	.	COc1ccc(NC(=S)NNC(=O)COc2ccc(Cl)cc2Cl)cc1
9	5%	25	-6	-2%	O=C(NCc1ccco1)c1cnn2c(C(F)(F)F)cc(-c3ccccc3)nc12
10	-16%	-26	-1	?	O=C1Nc2ccccc2/C1=N\N=C\C1=C(N2CCOCC2)C(=C\c2ccccc2)/CC1
11	0%	?	.	.	C/C(=N\NC(=O)c1c(Br)c(C)nn1C)c1cccc(NC(=O)c2ccccc2C)c1
12	-1%	?	-2	-6%	CC(C)(C)OC(=O)N1CCCC1C(=O)N1CCCC1C(=O)N1CCCC1C(=O)O (stereo not given)
13	-3%	14	0	-15%	Cc1ccc(C2C(C#N)=C(N)Oc3c2c(=O)n(C)c(=O)n3C)cc1 (stereo not given)
14	-3%	?	7	0%	O=C(NCCc1ccccc1)c1ccc(=O)[nH]c1
15	-5%	0	-15	-7%	COCCn1c(CNc2ccc(F)cc2)nnc1SCC(=O)Nc1ccc(OC)cc1OC
16	-4%	?	.	.	CCC(Oc1ccccc1)C(=O)NCCOC (stereo not given)
17	3%	-26	-2	34%[activator]	CCOC(=O)C1=C(C)Nc2nc3ccccc3n2C1c1ccccc1 (stereo not given)
18	3%	?	3	30%[activator]	Cc1ccc(C2CC(c3ccccc3OC(F)F)Nc3ncnn32)cc1 (stereo not given)
19	-1%	-22	4	-1%	Cc1nc(CC(=O)O)c(-c2ccccc2)s1
20	1%	45	6	3%	CC(=O)N1CCc2cc(NC(=O)c3ccc(C)cc3)ccc21
21	-4%	28	.	.	CCC(Oc1ccccc1)C(=O)N(Cc1ccccc1)c1ccccn1 (stereo not given)
22	1%	-8	.	.	Cc1cc(C(=O)N/N=C/c2cccs2)no1
23	-8%	1	3	-22%	Cc1cccc(/C=C2\CS/C(=C\c3cccc(C)c3)C2=O)c1
24	-27%	?	4	-4%	Cc1nc(SCC(=O)c2ccccc2)n[nH]1

Single values from the results shown:
PNC assembly inh, Cc1cccc(/C=C2\CS/C(=C\c3cccc(C)c3)C2=O)c1 = 1
PNC assembly inh, CC(=O)N1CCc2cc(NC(=O)c3ccc(C)cc3)ccc21 = 45
ALOX15B inhib, Cc1ccc(C2CC(c3ccccc3OC(F)F)Nc3ncnn32)cc1 (stereo not given) = 30%[activator]
PNC assembly inh, Cc1cc(C(=O)N/N=C/c2cccs2)no1 = -8

(next part)
no.	12-hLO inh	PNC assembly inh	IMPase cell inh	ALOX15B inhib	Structure
25	1%	11	-18	-3%	Cn1c(=O)c2c(nc(N3CCN(c4ccccn4)CC3)n2Cc2ccc(Cl)cc2Cl)n(C)c1=O
26	4%	?	8	-4%	Cc1n[nH]c(C)c1CCc1nc2c3ccccc3nc(SCC(N)=O)n2n1
27	2%	?	-4	16%	O=C(N/N=C\c1cn(-c2ccccc2)nc1-c1ccccc1)c1ccc2c(c1)OCO2
28	2%	5	1	2%	Cc1nn(-c2ccccc2)c(C)c1NC(=O)c1cccs1
29	2%	60	12	.	COCCCn1c(C)nnc1SCC(=O)NCc1ccco1
30	0%	28	-6	.	CC1=C(C(=O)N2CCOCC2)C(c2ccc(Cl)cc2)NC(=S)N1 (stereo not given)
31	-8%	?	1	.	Cc1ccccc1CSCC(=O)Nc1ccccc1-c1ccccc1
32	-3%	0	3	2%	CC(=O)c1cccc(NC(=O)NCc2ccco2)c1
33	-15%	-6	21[9.22 µM]	31%[activator]	CCn1c(-c2cc(Br)cc(OC)c2O)nc2cc(S(=O)(=O)N(C)C)ccc21
34	-15%	60	8	-4%	CC(C)C(=O)NC(c1ccc([N+](=O)[O-])cc1)c1c(O)ccc2ccccc12 (stereo not given)
35	-4%	26	-9	.	COc1ccccc1-c1noc(-c2cc(OC)c(OC)c(OC)c2)n1
36	-10%	?	-8	0%	COc1ccccc1CNC(=O)CSc1nc(-c2ccccc2)cn1N
37	2%	8	.	.	CCCn1c(SCC(=O)Nc2cc(S(=O)(=O)N3CCOCC3)ccc2OC)n[nH]c1=O
38	-5%	-6	10	-7%	O=C1C2C3c4ccccc4C(c4ccccc43)C2C(=O)N1Cc1ccco1 (stereo not given)
39	-3%	15	-6	-6%	O=C(NNS(=O)(=O)c1cc(Cl)cc(Cl)c1)c1sccc1-n1cccc1
40	3%	-23	-4	26%	COCc1cc(=O)[nH]c(/N=C(\N)Nc2ccc(Oc3ccccc3)cc2)n1
41	0%	1	?	13%	O=C1CNC(=O)/C1=C\N1CCCCC1
42	-4%	?	.	.	CCCCCCCC[n+]1cccc(C(=O)N2c3c(nc(N)[nH]c3=O)NC(C)C2C)c1 (stereo not given)
43	-1%	51	5	-4%	O=C(CSc1nc2ccccc2o1)Nc1ccc(Cl)cc1
44	-26%	-27	.	.	CCOC(=O)c1ccccc1N1C(=O)C2Sc3[nH]c(=O)sc3C(/C=C/c3ccccc3)C2C1=O (stereo not given)
45	-1%&-2%	58	.	-12%	Cn1c(N)cc(=O)n(Cc2ccccc2)c1=O
46	0%	-1	.	.	CCOCCCNCc1cc(Br)ccc1OCc1ccccc1
47	-1%	-22	0	.	Cc1ccc(NC(=S)N(Cc2cccs2)Cc2cc3cccc(C)c3[nH]c2=O)cc1
48	-2%	1	-6	-6%	Cc1cc(C(=O)Nc2c(F)cc(F)cc2Br)c(C)o1
49	-2%	-1	14	-9%	CC1CC(=O)C2=C(C1)Nc1ncnn1C2c1ccccc1 (stereo not given)
50	4%	13	14	4%	Cc1ccc(S(=O)(=O)N(C)CCCC(=O)Nc2ccncc2)cc1
51	-11%	-16	-22	0%	O=C(O)c1cn(-c2ccc(F)c(F)c2)c2c(F)c(F)c(F)c(F)c2c1=O
52	2%	?	.	.	COc1cc(OC)c(OC)cc1/C=N/NC(=O)c1ccc(=O)n(C)c1
53	0%	27	-7	-6%	COC(=O)C1=C(C)NC(=O)CC1c1ccc(C(=O)OC)cc1 (stereo not given)
54	1%	39	-4	6%	Cc1cc(C)cc(N2CC34C=CC(O3)C(C(=O)OCC(=O)NCc3ccco3)C4C2=O)c1 (stereo not given)
55	-2%	-24	0	5%	O=C(Cn1cnc2c(cnn2-c2ccc(Cl)cc2)c1=O)NCCc1ccccc1
56	-1%	-15	10	-16%	Cc1cc(C(=O)CSc2nnc(-c3cccs3)o2)c(C)n1-c1ccccc1
57	-1%	-10	6	8%	CC(NC(=O)c1cccc(Cn2cc([N+](=O)[O-])cn2)c1)c1ccc(C(C)(C)C)cc1 (stereo not given)
58	-4%	23	?	-17%	CCn1c(=S)ccc2ccc(OC)cc21
59	0%[11.4 µM]	.	.	-4%[11.4 µM]	O=C(O)CCC(=O)c1ccc(Cl)cc1
60	-11%	30	9	-3%	CC(C)=C1C2CCC1C1C(=O)N(c3nc(-c4ccc(F)cc4)c(C)s3)C(=O)C21 (stereo not given)
61	-1%	30	.	.	CCCCOc1ccc(C(C)NC(=O)C2CCCN(S(=O)(=O)CCC)C2)cc1 (stereo not given)
62	-8%	?	8	.	O=C(Nn1c(Cc2cccs2)nc2ccccc2c1=O)c1ccc(F)c(F)c1
63	-2%	-114*	.	.	O=C(N/N=C/c1c(F)cccc1Cl)c1ccc(Cn2cc(Br)cn2)o1
64	-6%	-22	.	.	O=C(NCC1CCCO1)C(c1cccs1)N(C(=O)c1ccc(-c2ccccc2)[nH]1)C1CCCC1 (stereo not given)
65	-10%	-17	12	11%	COC(=O)CN1C(c2ccccc2)=Nc2ccc(Cl)cc2C1c1ccccc1 (stereo not given)
66	0%	18	-4	-8%	COc1ccccc1-c1ccc(C(=O)O)o1
67	3%	25	-10	-25%	Cc1cc2c(s1)c1cnn(CC(=O)NCCc3ccccc3)c(=O)c1n2C
68	-3%	-25	4	.	Clc1ccc(-c2nnc(NCc3ccccc3)c3ccccc23)cc1
69	4%	18	.	.	CC(=O)c1c(O)cc(=O)n(-c2ccccc2)c1-c1ccc(Cl)cc1
70	-5%	12	2	3%	CCOc1cc(NS(=O)(=O)c2ccc(Cl)cc2)c(OCC)cc1NC(=O)CC(C)C
71	-7%	21	3	-21%	Cc1cc(C)cc(NCc2cc3c(cc2[N+](=O)[O-])OCO3)c1
72	-1%	-96*	0	2%	COC(=O)CSc1nnc(C)n1-c1cccc(OC)c1

A different layout for part of the listing above.
[68] Clc1ccc(-c2nnc(NCc3ccccc3)c3ccccc23)cc1
[65] COC(=O)CN1C(c2ccccc2)=Nc2ccc(Cl)cc2C1c1ccccc1 (stereo not given)
[72] COC(=O)CSc1nnc(C)n1-c1cccc(OC)c1
[70] CCOc1cc(NS(=O)(=O)c2ccc(Cl)cc2)c(OCC)cc1NC(=O)CC(C)C
[71] Cc1cc(C)cc(NCc2cc3c(cc2[N+](=O)[O-])OCO3)c1

| Assay by compound | 68 | 65 | 72 | 70 | 71 |
| --- | --- | --- | --- | --- | --- |
| 12-hLO inh | -3% | -10% | -1% | -5% | -7% |
| PNC assembly inh | -25 | -17 | -96* | 12 | 21 |
| IMPase cell inh | 4 | 12 | 0 | 2 | 3 |
| ALOX15B inhib | . | 11% | 2% | 3% | -21% |

Carrying on.
no.	12-hLO inh	PNC assembly inh	IMPase cell inh	ALOX15B inhib	Structure
73	6%	?	.	.	COc1ccc2cc(/C=C3\SC(=S)NC3=O)c(N3CCOCC3)nc2c1
74	-1%	-24	.	.	Cc1ccccc1C(=O)N/N=C1/SCC(=O)N1Cc1ccc2c(c1)OCO2
75	2%	-3	.	.	O=C(NC(=S)Nc1ccccn1)c1cc(-c2ccccc2)nc2ccccc12
76	-5%	?	6	30%[activator]	CN1CCc2c(c3c(n2C)CCN(C)C3c2ccc(F)cc2)C1c1ccc(F)cc1 (stereo not given)
77	4%	-14	.	.	Cc1ccc(C(=O)c2oc3ccccc3c2NC(=O)c2cc(-c3ccccc3O)n[nH]2)cc1
78	-7%	?	2	-8%	CCOC(=O)Cn1c(=NC(=O)CSC(C)=O)sc2cc(OC)ccc21
79	1%	?	1	-1%	O=S(=O)(Nc1ncn[nH]1)c1ccc2ccccc2c1
80	-2%	34	7	.	O=C1NC(=O)C(Nc2cccc3ccccc23)S1 (stereo not given)
81	0%	37	4	1%	Cc1cc(C)c(NC2=NCC(=O)N2C2CCCCC2)c(C)c1
82	-3%	34	-3	-7%	CCOC(=O)c1c(NC(=O)CN2CCN(c3ccc(Cl)cc3)CC2)sc(C)c1C
